HCMV inh: qHTS Assay for inhibitors of the human cytomegalovirus (HCMV); HFF cells, HCMV-luciferase reporter, 72 h; hits give low values; actives 4.5% (n = 410,000); activity change, negative = inhibition, % at 57.5 µM; AID 1259415, 2018; in the data active = activity change below about -60%; inconclusive = no clear call, values can overlap the other calls; inactive = above about -39%
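Inhibition of viral replication was scored as loss of reporter luminescence in HFFs infected with HCMV-luciferase (MOI 1 PFU/cell) for 72 h; compounds tested at 2 doses, normalized to buffer and Salinomycin controls.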
AMA1 RON2 block: qHTS for Inhibitors of AMA1-RON; Towards Development of Antimalarial Drug Lead: Primary Screen; Plasmodium falciparum AMA1 (3D7) - RON2 peptide interaction; Potency, µM (doses to about 58.2 µM), without a hit: at the highest dose activity change, negative = inhibition, actives largely listed as inhibitors; actives 0.2% (n = 360,000); AID 720542, 2013; AlphaScreen AMA1-biotinylated RON2 peptide binding; active = well fitted inhibition curve with a large enough effect; inconclusive = small, poorly fitted or top-dose-only effect; inactive = no such curve, though single readings can be large or run the other way;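 also: potency is read from the fitted curve at half-maximal effect; 0% = vehicle wells and -100% = peptide control; nearly all actives have a fitted effect of over 45% in size; some results filed as inactive show a strong effect at the top dose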
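AMA1 (3D7) with his tag at 25 nM final met compounds first, then biotinylated RON2 peptide at 25 nM; detection used donor plus acceptor beads, 10 µg/mL apiece, read by AlphaScreen after 30 min at room temperature.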
Starred values were filed as active, the others as inactive; ? = inconclusive; [ ] = dose if it differs, or a comment. Unless noted, % is scaled to controls: 0 for no effect and ±100 for the full control effect. These rows are one share of the data; the hit share may differ from the screen's.

Fields – HCMV inh, AMA1 RON2 block
CC(C)(C)NC(=O)C(c1cc2ccccc2o1)n1c(-c2ccc(-c3ccccc3)cc2)nc2ccccc21 (stereo not drawn)
 : 251, -23%
COc1ccc(C2=Nc3ccccc3N(C(=O)c3cccnc3)C2C(=O)NC(C)(C)C)cc1 (stereo not drawn)
 : 0, 0%
CC(C)NC(=O)C1C(c2ccc(C(F)(F)F)cc2)=Nc2ccccc2N1C(=O)c1ccco1 (stereo not drawn)
 : 31, -1%
Cc1ccc(S(=O)(=O)N2C(c3ccc(Cl)c(Cl)c3)CC=C(C(=O)O)C2c2ccc(Cl)cc2)cc1 (stereo not drawn)
 : 3, 4%
COC(=O)C1=CN(c2ccc(C)cc2)C(N)=C(C#N)C1c1ccccc1F (stereo not drawn)
 : -17, 7%
Cc1cc2c(cc1C)-n1nnnc1C(N1CCN(c3ccccn3)CC1)C(c1ccc3c(c1)OCO3)=N2 (stereo not drawn)
 : 110, -4%
COc1ccc2c(c1)[C@]1(C[C@H](O)CO1)C(=O)N2C
 : 18, 1%
CC(C)c1cn(CC[C@@H]2CC[C@H](NS(=O)(=O)c3ccc(F)cc3)[C@@H](CO)O2)nn1
 : 30, 3%
COC(=O)[C@@]12C[C@@H](CC(=O)NCc3cccs3)C(=O)N(Cc3ccccc3)C1=CCC(C)(C)C2
 : ?, 2%
CN1C(=O)C(c2cn(C)c3ccccc23)(c2cn(C)c3ccccc23)c2cc(Br)ccc21
 : 28, -28%
CCCCCNC(=O)C(c1ccncc1)n1c(=O)c(-c2cc3ccccc3[nH]2)nc2ccccc21 (stereo not drawn)
 : 69, 29%
CO[C@H]1CN(C)C(=O)c2ccc(NC(=O)NC(C)C)cc2OC[C@H](C)NC[C@H]1C
 : 12, -4%
COC(=O)[C@@]12C[C@@H](CC(=O)N3CCSCC3)C(=O)N(Cc3ccc4c(c3)OCO4)C1=CCC(C)(C)C2
 : -21, -18%
O=C(NCc1ccccc1)C1C(=O)Nc2ccccc2C(=O)N1C1CCCC1 (stereo not drawn)
 : -10, 9%
CSCCC(C(=O)NC1CCCC1)n1c(C2CCCC2)nc2ccccc21 (stereo not drawn)
 : 85, -5%
CC(C)C(C(=O)NC1CCCC1)N1CCC(O)(c2ccc(Cl)cc2)CC1 (stereo not drawn)
 : 6, 24%
COC(=O)C[C@H]1C=C[C@@H](NC(=O)Nc2cccc(OC)c2)[C@@H](CO)O1
 : -35, 0%
CC1(C(=O)NCc2ccccc2)CSCC(=O)N1Cc1cccc(F)c1 (stereo not drawn)
 : 43, 4%
CC(C(=O)NC1CCCC1)n1c(C2CCCC2)nc2ccccc21 (stereo not drawn)
 : -8, 4%
COc1ccc(C(=O)C(=O)N2CCN(C(=O)OCc3ccccc3)CC2)cc1
 : -30, -8%
COC(=O)C[C@@H]1C=C[C@H](NC(=O)c2ccccc2)[C@@H](CO)O1
 : ?, -4%
COC(=O)[C@@]12C[C@@H](CC(=O)NCc3ccc(OC)c(OC)c3)C(=O)N(Cc3ccco3)C1=CCC(C)(C)C2
 : ?, -9%
CCCCNC(=O)C[C@@H]1C[C@@]2(C(=O)OC)CCCCC=C2N(CCc2ccc(OC)c(OC)c2)C1=O
 : -31, 1%
CCCCNC(=O)C[C@@H]1C[C@@]2(C(=O)OC)CC(C)(C)CC=C2N(Cc2ccco2)C1=O
 : 13, -11%
COc1ccccc1C(C(=O)c1ccccc1)c1ccc2ccccc2c1 (stereo not drawn)
 : 7, -6%
CCCc1nc2ccccc2n1C(C(=O)NC(C)(C)C)C1CC1 (stereo not drawn)
 : -5, -4%
O=C(NCc1cccc(C(F)(F)F)c1)C1C(=O)Nc2ccccc2C(=O)N1Cc1ccccc1 (stereo not drawn)
 : 4, -9%
CC1(C(=O)NCc2ccccc2)CN(S(C)(=O)=O)CC(=O)N1CCCN1CCOCC1 (stereo not drawn)
 : 151, 17%
CCOC(=O)N1CCN(C(=O)C[C@@H]2C[C@@]3(C(=O)OC)CC(C)(C)CC=C3N(Cc3ccco3)C2=O)CC1
 : 4, -4%
COc1ccc(N2C(=O)c3ccccc3NC(=O)C2C(=O)Nc2ccc3c(c2)OCCO3)cc1 (stereo not drawn)
 : 35, -7%
CCCCNC(=O)C(NC(=O)c1cccnc1OC)C(=O)c1ccccc1 (stereo not drawn)
 : ?, 1%
O=C(NCC[C@@H]1CC[C@@H](NC(=O)c2cnccn2)[C@@H](CO)O1)c1ccc2c(c1)OCO2
 : -6, -1%
COc1ccc(C(C(=O)NC2CCCC2)n2c(Cc3cc(F)cc(F)c3)nc3ccccc32)cc1 (stereo not drawn)
 : -25, -2%
COc1ccc(NC(=O)C(c2ccc(C#N)cc2)n2c(=O)c(-c3ccco3)nc3ccccc32)cc1 (stereo not drawn)
 : 23, -10%
O=C(NCc1ccccc1)C(c1ccco1)N1CCN(C(=O)C2CCCO2)CC1 (stereo not drawn)
 : -7, 5%
CO[C@@H]1CN(C)C(=O)c2cc(NC(=O)Nc3cc(F)ccc3F)ccc2OC[C@H](C)N(C(=O)c2cnccn2)C[C@@H]1C
 : -2, -7%
CCC(=O)Nc1ccc2c(c1)OC[C@@H](C)NC[C@@H](C)[C@@H](OC)CN(C)C2=O
 : 18, -4%
Nc1nc2ccc(Cl)cc2cc1C(=O)NCCCN1CCOCC1
 : 13, -2%
COC(=O)C1=CN(c2ccc(Oc3ccccc3)cc2)C(N)=C(C#N)C1c1cccc(F)c1 (stereo not drawn)
 : 56, 53%[activator]
O=C(NCc1ccco1)C1C(=O)Nc2ccccc2C(=O)N1C1CCCCC1 (stereo not drawn)
 : 1, 39%[activator]

At a glance, part of the list above:
Fields – HCMV inh, AMA1 RON2 block
CCCCNC(=O)C[C@@H]1C[C@@]2(C(=O)OC)CC(C)(C)CC=C2N(Cc2ccco2)C1=O
 : 13, -11%
COc1ccccc1C(C(=O)c1ccccc1)c1ccc2ccccc2c1 (stereo not drawn)
 : 7, -6%

21 neighbouring entries out of the list so far, quoted:
Fields – HCMV inh, AMA1 RON2 block
COC(=O)C[C@H]1C=C[C@@H](NC(=O)Nc2cccc(OC)c2)[C@@H](CO)O1
 : -35, 0%
CC1(C(=O)NCc2ccccc2)CSCC(=O)N1Cc1cccc(F)c1 (stereo not drawn)
 : 43, 4%
CC(C(=O)NC1CCCC1)n1c(C2CCCC2)nc2ccccc21 (stereo not drawn)
 : -8, 4%
COc1ccc(C(=O)C(=O)N2CCN(C(=O)OCc3ccccc3)CC2)cc1
 : -30, -8%
COC(=O)C[C@@H]1C=C[C@H](NC(=O)c2ccccc2)[C@@H](CO)O1
 : ?, -4%
COC(=O)[C@@]12C[C@@H](CC(=O)NCc3ccc(OC)c(OC)c3)C(=O)N(Cc3ccco3)C1=CCC(C)(C)C2
 : ?, -9%
CCCCNC(=O)C[C@@H]1C[C@@]2(C(=O)OC)CCCCC=C2N(CCc2ccc(OC)c(OC)c2)C1=O
 : -31, 1%
CCCCNC(=O)C[C@@H]1C[C@@]2(C(=O)OC)CC(C)(C)CC=C2N(Cc2ccco2)C1=O
 : 13, -11%
COc1ccccc1C(C(=O)c1ccccc1)c1ccc2ccccc2c1 (stereo not drawn)
 : 7, -6%
CCCc1nc2ccccc2n1C(C(=O)NC(C)(C)C)C1CC1 (stereo not drawn)
 : -5, -4%
O=C(NCc1cccc(C(F)(F)F)c1)C1C(=O)Nc2ccccc2C(=O)N1Cc1ccccc1 (stereo not drawn)
 : 4, -9%
CC1(C(=O)NCc2ccccc2)CN(S(C)(=O)=O)CC(=O)N1CCCN1CCOCC1 (stereo not drawn)
 : 151, 17%
CCOC(=O)N1CCN(C(=O)C[C@@H]2C[C@@]3(C(=O)OC)CC(C)(C)CC=C3N(Cc3ccco3)C2=O)CC1
 : 4, -4%
COc1ccc(N2C(=O)c3ccccc3NC(=O)C2C(=O)Nc2ccc3c(c2)OCCO3)cc1 (stereo not drawn)
 : 35, -7%
CCCCNC(=O)C(NC(=O)c1cccnc1OC)C(=O)c1ccccc1 (stereo not drawn)
 : ?, 1%
O=C(NCC[C@@H]1CC[C@@H](NC(=O)c2cnccn2)[C@@H](CO)O1)c1ccc2c(c1)OCO2
 : -6, -1%
COc1ccc(C(C(=O)NC2CCCC2)n2c(Cc3cc(F)cc(F)c3)nc3ccccc32)cc1 (stereo not drawn)
 : -25, -2%
COc1ccc(NC(=O)C(c2ccc(C#N)cc2)n2c(=O)c(-c3ccco3)nc3ccccc32)cc1 (stereo not drawn)
 : 23, -10%
O=C(NCc1ccccc1)C(c1ccco1)N1CCN(C(=O)C2CCCO2)CC1 (stereo not drawn)
 : -7, 5%
CO[C@@H]1CN(C)C(=O)c2cc(NC(=O)Nc3cc(F)ccc3F)ccc2OC[C@H](C)N(C(=O)c2cnccn2)C[C@@H]1C
 : -2, -7%
CCC(=O)Nc1ccc2c(c1)OC[C@@H](C)NC[C@@H](C)[C@@H](OC)CN(C)C2=O
 : 18, -4%

(cont.)
Fields – HCMV inh, AMA1 RON2 block
CCC(C(=O)NC1CCCC1)n1c(-c2ccncc2)nc2ccccc21 (stereo not drawn)
 : -6, 4%
O=C(/C=C1\OCc2ccccc21)c1ccccc1
 : 80, 13%
O=C(NCc1ccccc1)C(c1ccc(-c2ccccc2)cc1)N1CCN(c2ccccc2F)CC1 (stereo not drawn)
 : ?, 13%
CC(C)NC(=O)C1(C)CN(S(C)(=O)=O)CC(=O)N1Cc1cccc(F)c1 (stereo not drawn)
 : -18, 5%
CCOC(=O)c1noc2c1CCC2
 : 9, -6%
CN(C)C(=O)C[C@@H]1C=C[C@@H](NC(=O)C2CCC2)[C@@H](CO)O1
 : -10, 4%
CCOc1ccccc1-c1ccc(C(=O)NCc2ccc(Cl)cc2)o1
 : 13, ?
O=C(Nc1ccc(F)cc1)C(c1ccnc2ccccc12)N1CCN(C(=O)c2ccco2)CC1 (stereo not drawn)
 : 6, -6%
O=C(C(=O)N1CCCN(Cc2ccc(F)cc2)CC1)c1ccccc1
 : ?, -14%
COC(=O)[C@]12CCCCC=C1N(CCc1ccc(OC)c(OC)c1)C(=O)[C@H](CC(=O)NCc1cccc(C(F)(F)F)c1)C2
 : 9, 7%
CCC(C(=O)NC(C)(C)C)n1c(-c2ccc(C)cc2)nc2ccccc21 (stereo not drawn)
 : 1, 2%
CC(=O)C[C@@H]1OC2CCCCC2N1S(=O)(=O)c1ccc(C)cc1 (stereo partly drawn)
 : 3, 5%
COC(=O)/C=C1\OCc2cc(OC)c(OC)cc21
 : -4, -1%
CC(C)CN1C(=O)CSCC1(C)C(=O)NC(C)C (stereo not drawn)
 : 8, -4%
COC(=O)C1=CN(c2ccc(Oc3ccccc3)cc2)C(N)=C(C#N)C1c1ccccc1 (stereo not drawn)
 : 11, 45%[activator]
CC(C)NC(=O)C1(C)CN(S(C)(=O)=O)CC(=O)N1CCc1ccccc1F (stereo not drawn)
 : 9, 1%
COc1cc(N(C)C)ccc1[C@]1(O)C(=O)N(C)c2ccc(Br)cc21
 : -9, -27%
Cn1cc([C@]2(O)C(=O)Nc3ccccc32)c2ccccc21
 : 48, -4%
CSCCC(C(=O)NC1CCCC1)n1c(C2CC2)nc2ccccc21 (stereo not drawn)
 : ?, 1%
CC(=O)N1CCC(c2nc3ccccc3n2C(C)C(=O)NCc2ccccc2)CC1 (stereo not drawn)
 : 21, -10%
O=C(NC1CCCCC1)c1nc(-c2c(F)cccc2F)oc1-c1ccccc1
 : -14, -1%
O=C(NCC[C@H]1CC[C@H](NS(=O)(=O)c2ccccc2F)[C@@H](CO)O1)c1ccc(F)cc1
 : -25, 4%
FC(F)(F)c1cc(Cc2nc3ccccc3n2C(CCc2ccccc2)c2nc3ccccc3[nH]2)cc(C(F)(F)F)c1 (stereo not drawn)
 : -16, 1%
